KCNQ1 pot: potentiators or activators of KCNQ1 channel, primary screen, cell-based, thallium flux, high-throughput; CHO-K1 KCNQ1, thallium flux FluxOR fluorescence; hits give high values; B-score at 10 µM; 310,000 compounds, 0.35% hits;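 active = fluorescence ratio B-score, a plate-corrected score, at least three library SD, with initial intensity B-score within 5 SD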
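Material: CHO-K1 cells stably expressing KCNQ1. Medium: assay buffer for compound exposure, DMSO matched across wells. Reagent: K+/Tl+ depolarizing stimulus. Compound dosing: single-concentration screen. Times: 37 °C overnight plating, 90-min dark dye load, 20-min compound pretreatment. Technique: FluxOR Tl+ flux fluorescence.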
RGS4 pot: RGS4 potentiators or activators, primary screen, cell-based, HEK293 M3R inducible RGS4, calcium flux. carbachol calcium flux Fluo4; hits give low values. B-score at 10 µM. 310,000 compounds, 0.92% hits;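 active = B-score of the integrated calcium signal more than 4 SD below the library mean, with starting fluorescence not abnormally high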;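 also: negative B-score means reduced calcium response which marks RGS4 activation or potentiation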
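System – HEK293 FlpIn-TREx cells, stable M3R, doxycycline-inducible RGS4 · Reagent – ECmax carbachol challenge · Times – compound preincubation 20 min at room temperature before agonist · Technique – Fluo4 fluorescence kinetic imaging of calcium · Measure – B score of integrated Fluo4 ratio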
ANO1 activ: TMEM16A chloride channel activators or potentiators, primary screen, cell-based, HTS; Anoctamin-1 (Mus musculus), Q8BHY3; HEK293 TMEM16A/YFP-H148Q/I152L, iodide quench fluorescence; hits give low values; B-score at 10 µM; 340,000 compounds, 0.3% hits;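 active = fluorescence-ratio B-score plate-corrected deviation score at least 3 library SD below zero, with starting fluorescence score within 5 deviations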;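 also: channel opened by trigger with iodide after compound preincubation; score built on the fluorescence ratio of max minus min over baseline; more negative score means more quench and so TMEM16A activation or potentiation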
KCNK3 block: human KCNK3 channel inhibitors, primary screen, CHO cells, FluxOR thallium flux, B-score; 340,000 compounds, 0.84% hits; AID 602410, 2012; FluxOR fluorescence; hits give low values; B-score at 10 µM;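 active = B-score under library mean minus 4 SD, starting fluorescence ratio at most library mean plus 5 SD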;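 also: more negative B-score means stronger inhibition of thallium flux through KCNK3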
TMEM16A inh: TMEM16A chloride channel inhibitors, primary screen, cell-based, HTS | Anoctamin-1 (Mus musculus), Q8BHY3 | HEK293 TMEM16A/YFP iodide influx fluorescence, ionomycin | normalized B-score (activity score, 25-100; higher = stronger inhibition) at 10 µM | 310,000 compounds, 1.2% hits;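 active = ratio plate-corrected score three or more library SD toward inhibition, starting fluorescence score within five deviations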;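 also: score derived from kinetic fluorescence span divided by baseline fluorescence per well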
HDAC3 inh: HDAC3 deacetylase inhibitors, primary screen, biochemical, fluorescence, cell-free homogeneous | 320,000 compounds, 0.15% hits | inhibition, % at 8.3 µM | recombinant HDAC3, fluorogenic peptide/trypsin coupled | AID 2718, 2010 | Histone deacetylase 3 (Homo sapiens), O15379; in the data active = inhibition above about 26%, passing the limit was not always enough; inconclusive = no clear call, values can overlap the other calls
Target sequence (O15379 whole entry, looked up): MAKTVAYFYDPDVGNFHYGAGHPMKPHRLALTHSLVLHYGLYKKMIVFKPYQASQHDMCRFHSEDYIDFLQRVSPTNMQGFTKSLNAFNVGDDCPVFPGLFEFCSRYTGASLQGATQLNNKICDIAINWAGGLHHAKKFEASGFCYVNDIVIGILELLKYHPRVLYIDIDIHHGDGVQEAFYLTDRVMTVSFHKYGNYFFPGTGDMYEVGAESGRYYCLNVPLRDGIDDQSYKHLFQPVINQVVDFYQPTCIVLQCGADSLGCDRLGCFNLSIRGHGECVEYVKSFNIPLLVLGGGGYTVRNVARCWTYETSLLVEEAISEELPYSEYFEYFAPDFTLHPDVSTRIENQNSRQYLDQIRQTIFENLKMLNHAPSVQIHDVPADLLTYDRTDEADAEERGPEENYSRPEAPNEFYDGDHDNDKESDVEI
RGS4 block: RGS4 inhibitors, primary screen, cell-based, HEK293 M3R inducible RGS4, calcium flux; Regulator of G-protein signaling 4 (Homo sapiens), P49798; Fluo-4 calcium flux; hits give high values; triggered by carbachol at its EC20; B-score at 10 µM; 310,000 compounds, 0.45% hits; AID 463165, 2010;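 active = B-score, a plate-corrected calcium signal, over three deviations above library mean, with baseline fluorescence within five deviations of library mean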;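 also: RGS4 expression induced by doxycycline in cells with stable M3 receptor; B-score is computed from the integrated fluorescence ratio over baseline after carbachol; higher B-score means a larger calcium signal and so more RGS4 inhibition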
Target sequence (P49798 whole entry, looked up): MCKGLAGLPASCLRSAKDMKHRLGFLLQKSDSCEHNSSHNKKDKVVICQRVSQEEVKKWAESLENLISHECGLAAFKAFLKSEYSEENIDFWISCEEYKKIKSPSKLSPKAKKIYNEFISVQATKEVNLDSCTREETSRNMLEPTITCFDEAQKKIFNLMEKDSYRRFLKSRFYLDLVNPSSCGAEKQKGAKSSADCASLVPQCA
KCNK9 inh: KCNK9 potassium channel inhibitors, primary screen, HEK293 cells, thallium flux. FluxOR thallium flux fluorescence; hits give low values. B-score at 10 µM. 310,000 compounds, 1.2% hits. AID 488922, 2010;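 active = ratio B-score over 3 SD below the library mean, with starting fluorescence within 5 SD of its mean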;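 also: negative B-score means less thallium flux so channel inhibition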
Target sequence (Q9NPC2 whole entry, looked up): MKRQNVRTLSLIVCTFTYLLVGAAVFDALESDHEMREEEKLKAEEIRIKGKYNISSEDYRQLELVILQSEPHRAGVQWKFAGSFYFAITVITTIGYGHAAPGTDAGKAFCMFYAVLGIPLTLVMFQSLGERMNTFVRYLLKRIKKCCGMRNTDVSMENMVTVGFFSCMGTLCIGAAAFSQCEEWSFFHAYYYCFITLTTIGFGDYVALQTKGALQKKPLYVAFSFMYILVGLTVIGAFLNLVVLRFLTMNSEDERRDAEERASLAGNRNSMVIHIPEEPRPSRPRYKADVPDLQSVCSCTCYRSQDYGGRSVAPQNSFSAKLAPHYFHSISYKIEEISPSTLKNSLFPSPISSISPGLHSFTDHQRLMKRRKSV
SKKanGAS inh: S. pyogenes SKKanGAS growth inhibitors in kanamycin, primary screen, streptokinase expression inhibitor project, SKKanGAS strain, BacTiter-Glo luminescence; 6 h; inhibition, % at 7.5 µM; 300,000 compounds, 1.3% hits; AID 1662, 2009;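 active = mean replicate score, as percent of positive control median, at least 50; inconclusive = mean below 50 but one replicate at or above 50; inactive = mean and every replicate below 50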;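 also: strain carries kanamycin resistance gene driven by streptokinase promoter and grows in 40 µg/ml kanamycin; loss of luminescence reflects streptokinase promoter inhibition or plain growth inhibition; 0% = median of DMSO wells and 100% = positive control at its reference dose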
KCNQ1 block: inhibitors of human KCNQ1 channel, primary screen, cell-based, thallium flux, high-throughput; CHO-K1 KCNQ1, FluxOR thallium flux fluorescence; hits give high values; B-score at 10 µM; 310,000 compounds, 1.3% hits;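 active = compounds whose thallium flux B-score, printed positive for inhibition, exceeds three library SD while starting fluorescence stays within three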;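 also: channel opened by potassium depolarization with thallium stimulus after 20 min compound exposure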
hERG rescue: hERG rescue from dofetilide block, primary screen, cell-based, CHO-hERG, FluxOR thallium flux, dofetilide IC70; activation (rescue from dofetilide block), less the hit threshold, % at 10 µM; Voltage-gated inwardly rectifying potassium channel KCNH2 (Homo sapiens), Q12809; 310,000 compounds, 0.51% hits; dofetilide IC70 present;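 active = activation above the mean of controls blocked by dofetilide plus 5 SD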;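 also: thallium influx through hERG after potassium depolarization seen as dye fluorescence rise; in these data hits start at about 4.7%; inactives centre near -7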
* hit, by the source's call; i = inactive; ? = inconclusive; · = not tested or not shown.

SMILES	KCNQ1 pot	RGS4 pot	ANO1 activ	KCNK3 block	TMEM16A inh	HDAC3 inh	RGS4 block	KCNK9 inh	SKKanGAS inh	KCNQ1 block	hERG rescue
COc1ccccc1NC(=O)c1nnn(Cc2ccccc2)c1NC(=O)C(F)(F)F	i	i	i	i	i	-5.7	i	i	8.2	i	-14.8
Cc1ccc(Cl)cc1N1CCN(C(=O)COc2ccc3c(c2)CCC3)CC1	i	i	i	i	i	9.6	i	i	12.0	7*	-5.6
Cc1cc(C)n(-c2cc(N3CCN(S(=O)(=O)c4ccc(Cl)cc4)CC3)ccc2[N+](=O)[O-])n1	i	i	i	i	i	6.9	i	i	-3.9	i	-5.9
COc1ccc2c(c1)cc1n2CCN=C1NN	i	i	i	i	i	-0.9	i	i	4.7	i	-12.6
O=C(NCc1ccccc1)c1ccc(COCC(F)(F)F)o1	i	i	i	i	i	-6.8	i	i	-0.2	i	-8.3
COc1ccc2cc3cc(C(=O)NCc4cccnc4)oc3nc2c1	i	i	i	i	i	-17.7	i	i	-1.8	i	-7.9
CCOc1ccc(S(=O)(=O)N2CCc3cc(OC)c(OC)cc3C2)cc1	i	i	i	i	i	1.5	i	i	-4.1	i	-4.0
COc1ccccc1C(=O)NNC(=O)c1ccccc1Br	i	i	i	i	i	-3.1	i	i	-2.8	i	-8.6
O=C(Nc1ncc2c(n1)-c1ccccc1OC2)c1ccc(Cl)cc1	i	i	i	i	i	-55.5	i	i	7.4	i	-11.8
Cc1noc(C)c1C(=O)N1CCN(C(=O)c2sc3cc(Cl)ccc3c2Cl)CC1	i	i	i	i	i	-0.8	i	i	-3.1	i	-10.1
O=C(CSc1nc2ncc(Cl)cc2[nH]1)NCC(=O)Nc1ccc(F)c(F)c1F	i	i	i	i	i	·	i	i	-17.8	i	-11.7
O=C(NNC(=O)C1CCN(Cc2cccc(F)c2)CC1)c1cccc(Cl)c1	i	i	i	i	i	-1.1	i	i	-3.4	i	-5.5
Fc1cccc(COc2ccccc2CNc2ccccc2)c1	i	i	i	i	i	1.3	i	i	-7.6	i	-0.2
Cc1ccc(-n2nc(C)c3c(C)c(CCC(=O)O)c(C)nc32)cc1C	i	i	i	i	i	-11.0	i	i	0.2	i	-3.0
Cc1ccc(S(=O)(=O)C2CS(=O)(=O)CC2O)cc1 (configuration not stated)	i	i	i	i	i	-1.6	i	i	-3.7	i	-13.1
CCC(CC)c1nc(C(N)=O)c2[nH]c(=O)n(-c3ccc(OC)c(OC)c3)c2n1	i	i	i	i	i	7.7	i	i	0.7	i	-7.7
Cc1ccc2nc(NC(=O)C3CCN(S(=O)(=O)c4cccs4)CC3)sc2c1	i	i	i	i	i	-1.7	i	i	23.8	i	-10.4
Cn1nnnc1NCc1cccc(Cl)c1	i	i	i	i	i	0.0	i	i	-4.4	i	-9.9
CC(=O)c1cc(C#N)c(SCc2ccccc2C#N)nc1C	i	i	i	i	i	-2.6	i	i	-1.9	i	-7.7
Cc1cc(Br)c(NC(=O)COn2nnc3ccc(S(C)(=O)=O)cc32)c(Br)c1	i	i	i	i	i	-6.1	i	i	2.5	i	-15.3
Cc1cc(Br)c(NC(=O)CCl)c(Br)c1	i	i	i	i	i	4.8	i	i	-1.3	i	-0.4
CCn1ncc(Cl)c1C(=O)NC(=S)Nc1ccccc1Br	26*	i	i	i	i	-1.1	i	i	5.7	i	34.6*
O=C(CCCn1nnnc1CN1CCOCC1)N1CCN(c2ccccc2F)CC1	8*	i	i	i	i	0.6	i	i	0.5	i	-8.6
Cn1nc(C(=O)NC2CCCCCC2)ccc1=O	i	i	i	i	i	-0.3	i	i	14.9	i	-9.9
Cc1ccc(NC(=O)CN(C)S(=O)(=O)c2cccc3cccnc23)cc1C	i	i	i	i	i	-1.2	i	i	-5.3	i	-3.0
Cc1ccc(NC(=O)CC2S/C(=N/N=C/c3ccco3)NC2=O)cc1Cl (configuration not stated)	i	i	i	i	i	11.8	i	i	-1.3	i	-5.5
O=C(O)c1ccc(NCc2cccc(Br)c2)cc1	i	i	i	i	i	16.7	i	i	7.0	i	-4.1
CCOc1ccc(N(C(C)C(=O)NC(C)CC)S(C)(=O)=O)cc1 (configuration not stated)	i	i	i	i	i	3.2	i	i	-1.2	i	-9.7
O=c1[nH]cnc2cc(-c3ccc(Br)cc3)sc12	i	i	i	i	i	1.2	i	i	13.3	i	-10.3
O=C1NC2(CCCCCC2)Cc2ccccc21	i	i	i	i	i	-6.2	i	i	-0.2	i	-9.8
COc1ccc(/C=N/NC(=O)c2[nH]ncc2Br)c(OC)c1	i	i	i	i	i	8.9	i	i	-2.4	i	-7.4
Cc1ccccc1-c1nc(CS(=O)CC(=O)NCc2ccccc2)c(C)o1 (configuration not stated)	i	i	i	i	i	0.4	i	i	-10.5	i	-5.9
Cc1nnc(N2C(=O)C(=O)/C(=C(/O)c3ccc4c(c3)CC(C)O4)C2c2ccccc2F)s1 (configuration not stated)	i	i	i	i	i	2.7	i	i	15.6	i	-4.2
Cn1c(=NC(=O)CSCC(=O)N2CCCCC2)sc2ccccc21	i	i	i	i	i	5.1	i	i	-2.3	i	-7.9
COc1cc(/C=N/NC(N)=O)ccc1OC(=O)c1ccco1	i	i	i	i	i	5.6	i	i	-2.5	i	-4.1
COc1ccc(C(=O)Nc2nc(N3C(=O)c4ccccc4C3=O)n(-c3ccccc3)n2)cc1	i	i	i	i	i	-2.9	i	i	0.9	i	-5.2
OCCCCCN=c1cc(-c2ccccc2)oc2ccc(Cl)cc12	i	i	i	i	i	9.9	i	i	-8.0	i	-10.6
COc1cc(/C=N/n2cnnc2)ccc1OCCOc1ccccc1	i	i	i	i	i	3.9	i	i	-2.8	i	-8.8
O=C(CSc1nc(C(F)(F)F)cc(=O)[nH]1)Nc1cccc2ccccc12	i	i	i	i	i	-1.1	i	i	8.2	i	-11.2
COc1cc(O)c(C(CCN2CCOCC2)c2ccc(N(C)C)cc2)c(OC)c1 (configuration not stated)	i	i	i	i	i	0.0	i	i	3.2	i	-6.9
COc1ccc(/C=C/C(=O)OCC(=O)NCCNC(=O)COC(=O)/C=C/c2ccc(OC)cc2)cc1	i	i	i	i	i	-5.7	i	i	0.9	i	-6.1
Cc1ccc(S(=O)(=O)N2CCCOC2CNC(=O)C(=O)NC2CCCCC2)cc1 (configuration not stated)	i	i	i	i	i	-3.1	i	i	4.0	i	-7.4
CCC(C)[C@H](NC(=O)NC(C)C)C(=O)O (some centres not stated)	i	i	i	i	i	-2.9	i	i	-3.4	i	-3.6
CCCC(CCC)c1nc2ccncc2[nH]1	i	i	i	i	i	-7.1	i	i	3.9	i	-11.2
CCOC(=O)N1CCc2c(sc(NC(=O)CN(CC)CC)c2C#N)C1	i	i	i	i	i	-2.3	i	i	-3.2	i	-1.6
COc1ccccc1C(=O)Nc1c(-c2ccccc2)nc2ccccn12	i	i	i	i	i	-0.5	i	i	-4.6	i	-7.1
Cc1nc2c(sc3nc4c(cc32)COC(C)(C)C4)c(=O)n1CC(=O)NCc1ccco1	i	i	i	i	i	-1.2	i	i	-2.7	i	-10.5
COc1ccc(C(=O)N2CCN(C3CCCCC3)CC2)c(OC)c1	i	i	i	i	i	-3.6	i	i	-16.0	i	-6.4
Cc1c(C(=O)NCc2ccc3c(c2)OCO3)sc2nc(-c3ccc(F)cc3)cn12	i	i	i	i	i	3.9	i	i	8.1	i	-5.0
CC(Oc1ccc(Cl)cc1)C(=O)NCCN1C(=O)S/C(=C\c2cccnc2)C1=O (configuration not stated)	i	i	i	i	25*	·	i	i	5.6	i	-10.9

(list continues)
SMILES	KCNQ1 pot	RGS4 pot	ANO1 activ	KCNK3 block	TMEM16A inh	HDAC3 inh	RGS4 block	KCNK9 inh	SKKanGAS inh	KCNQ1 block	hERG rescue
O=C(Cn1nc(-c2ccccc2)ccc1=O)NCCN1CCN(Cc2ccccc2)CC1	i	i	i	i	i	3.2	i	i	-4.5	i	-8.3
Cc1ccc(C2CC(=O)NC(SCc3ccccc3)=C2C#N)cc1 (configuration not stated)	i	i	i	i	i	1.7	i	i	0.6	i	-11.5
COc1ccc2oc(=O)c(C(=O)O)cc2c1	i	i	i	i	i	-4.3	i	i	2.9	i	-7.2
O=C(Nc1ccc(OC(F)(F)F)cc1)c1ccc2ccccc2n1	i	i	i	i	i	-2.6	i	i	-11.4	i	-4.4
Cc1n[nH]c(=O)nc1NCc1ccc(Cl)cc1	i	i	i	i	i	12.2	i	i	-2.3	i	-5.0
CC(CS(=O)(=O)c1ccc2c(c1)NC(=O)CS2)C(=O)NCc1ccccc1Cl (configuration not stated)	i	i	i	i	i	7.4	i	i	32.2	i	-11.9
Cc1cc(NC(=O)COC(=O)[C@@H](NS(=O)(=O)c2ccc(Br)cc2)C(C)C)no1	i	i	i	i	i	1.7	i	i	-5.5	i	-12.5
CCN1CCc2c(OCC(=O)Nc3ccc(C)cc3)cccc2C1=O	i	i	i	i	i	-3.2	i	i	-1.8	i	-8.5
COc1cc(C)c(Cl)cc1S(=O)(=O)N1CCCC1	i	i	i	i	i	1.5	i	i	-10.3	i	-7.3
CS(=O)(=O)N1CCN(c2ccccc2NC(=O)c2cccnc2)CC1	i	i	i	i	i	0.2	i	i	-3.7	i	-4.1
CC(C)(C)n1cn[nH]c1=S	i	i	i	i	i	4.7	i	i	-5.8	i	-3.2
Cn1c(-c2ccc(CN3CCCCC3)o2)nc2ccccc21	i	i	i	i	i	-18.8	i	i	1.7	i	-6.6
CCCOc1nnnn1-c1ccccc1	i	i	i	i	i	-1.7	i	i	-2.6	i	-8.3
O=C(O)c1ccc2c(c1)S(=O)(=O)N=C1CCCCCN12	i	i	i	i	i	?	i	i	8.4	i	-4.6
OCCNCC(O)CN1c2ccccc2Sc2ccccc21 (configuration not stated)	i	i	i	i	i	-1.0	i	i	-1.7	i	-7.7
